APOBEC3A inh: human APOBEC3A DNA deaminase inhibition; P31941; recombinant A3A, FAM/TAMRA ssDNA deamination fluorescence; inhibition, % at 20 µM; 330,000 tested, 0.41% active; AID 493011;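 active = at least 40% inhibition at 20 µM here, with at most 30% in a related deaminase screen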;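 also: plate controls were A3A with DMSO for no effect and wells lacking A3A enzyme for full effect; some results filed as inactive read as strong as hits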
hIAP block: human IAP inhibition; inhibition, % at 10 µM; AID 2544; 330,000 tested, 0.12% active; purified IAP, CDP-Star luminescence, 30 min; P09923;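 active = inhibition reaching a set limit with compound at 10 µM in the primary screen, cut at about 35% in these data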;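 also: plate controls were DMSO wells with enzyme for no effect and no-enzyme buffer wells for full effect; values of inactives mirror those of a sister screen read the other way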
Target sequence (P09923 whole entry, looked up): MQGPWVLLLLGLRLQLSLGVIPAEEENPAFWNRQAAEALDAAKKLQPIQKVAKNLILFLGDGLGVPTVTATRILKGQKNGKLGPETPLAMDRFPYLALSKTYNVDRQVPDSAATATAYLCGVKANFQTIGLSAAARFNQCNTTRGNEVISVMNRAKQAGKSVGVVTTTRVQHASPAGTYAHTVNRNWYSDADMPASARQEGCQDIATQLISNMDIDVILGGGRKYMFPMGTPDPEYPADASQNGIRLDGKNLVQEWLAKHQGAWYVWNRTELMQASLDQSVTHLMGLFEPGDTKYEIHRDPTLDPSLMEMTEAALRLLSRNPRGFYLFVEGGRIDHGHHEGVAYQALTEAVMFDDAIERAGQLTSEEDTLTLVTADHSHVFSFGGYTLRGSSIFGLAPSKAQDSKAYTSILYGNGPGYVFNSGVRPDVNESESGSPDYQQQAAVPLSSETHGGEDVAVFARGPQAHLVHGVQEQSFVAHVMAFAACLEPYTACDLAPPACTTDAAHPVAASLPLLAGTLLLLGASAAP
mIAP act: mouse IAP activation; muIAP, CDP-Star luminescence, 30 min; stronger effect = higher value; 1 = vehicle-only enzyme signal, 0 = enzyme-free wells; activation factor at 10 µM; 330,000 tested, 0.24% active;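 active = activation factor of at least 2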; also: the source names both 10 and 20 µM as test concentration; values of inactives mirror those of a sister screen read the other way
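Assay system: mouse IAP enzyme; reagent: chemiluminescent substrate CDP-Star; dosing: test compounds delivered from DMSO solution; schedule: 30 min at room temperature; measured by: luminescence from enzymatic CDP-Star hydrolysis; controls: DMSO-only wells and no-enzyme negative control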
ATG4B inhibitor: inhibitors of human ATG4B cysteine protease | Q9Y4P1 | ATG4B cleavage of LC3-PLA2, NBD-HPC fluorescence, 1 h | inhibition, % at 8.33 µM | 340,000 tested, 0.51% active | AID 504462; in the data active = inhibition above about 40%
Target sequence (Q9Y4P1 whole entry, looked up): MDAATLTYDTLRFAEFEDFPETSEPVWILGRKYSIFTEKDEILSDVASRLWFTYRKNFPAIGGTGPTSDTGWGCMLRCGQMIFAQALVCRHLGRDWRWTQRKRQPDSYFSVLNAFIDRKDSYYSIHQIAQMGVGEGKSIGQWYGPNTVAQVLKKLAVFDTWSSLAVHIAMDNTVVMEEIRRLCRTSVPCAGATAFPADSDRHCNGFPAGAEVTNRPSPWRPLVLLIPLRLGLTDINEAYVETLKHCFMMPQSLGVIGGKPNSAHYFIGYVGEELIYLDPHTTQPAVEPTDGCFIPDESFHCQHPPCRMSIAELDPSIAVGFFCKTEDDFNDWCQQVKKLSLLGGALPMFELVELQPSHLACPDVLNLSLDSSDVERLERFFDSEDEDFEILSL
hIAP activ: human IAP activation | 330,000 tested, 0.16% active | P09923 | purified human IAP, CDP-Star luminescence, 30 min; stronger effect = higher value; 1 = vehicle-only enzyme, 0 = enzyme-free background | activation factor at 10 µM | AID 2524;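 active = activation factor of the enzyme at least 2-fold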; also: the source names both 10 and 20 µM as test concentration; values of inactives mirror those of a sister screen read the other way
mIAP inh: blocks mouse intestinal alkaline phosphatase; purified mouse IAP, CDP-Star luminescence, 30 min; inhibition, % at 10 µM; 330,000 tested, 0.2% active; AID 2806;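 active = inhibition of at least 40% at 10 µM in the primary screen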;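 also: plate controls were DMSO with enzyme for no effect and no enzyme wells for full effect; values of inactives mirror those of a sister screen read the other way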
PfGluPho inh: PfG6PD (Plasmodium falciparum) enzyme inhibition | AID 504690 | PfGluPho enzyme, NADPH resazurin-diaphorase fluorescence | inhibition, % at 20 µM | 350,000 tested, 0.78% active;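 active = inhibition reaching at least a set limit at 20 µM in the primary screen, cut at about 59% in these data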;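 also: 0% = DMSO wells with substrate and 100% = DMSO wells lacking glucose-6-phosphate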
HKDC1 inh: blocks human hexokinase HKDC1 activity; Q2TB90; recombinant HKDC1, G6PDH/diaphorase resazurin coupled fluorescence; inhibition, % at 20 µM; 340,000 tested, 0.16% active; AID 493160;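 active = inhibition above about 35% when tested at 20 µM, limit read from the data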;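 also: plate controls were DMSO wells with enzyme for no effect and DMSO wells lacking enzyme for full effect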
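test system = in-house recombinant HK5 (HKDC1) enzyme | amount = HKDC1 at 5 µg/mL | control set = DMSO-enzyme wells negative, buffer-substituted wells positive | compound = one dose of 20 µM, 1% DMSO | schedule = reaction time 90 min, room temperature, protected from light | technique = resorufin fluorescence at 613 nm | reagent = glucose with 1 mM ATP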
Starred values were filed as active, the others as inactive.

For COc1cc(C)ccc1OCc1cc(C(=O)NCCN2CCOCC2)no1 the results were APOBEC3A inh -2, hIAP block -8, mIAP act 0.89, ATG4B inhibitor -2, hIAP activ 1.1, mIAP inh 11, PfGluPho inh 2 and HKDC1 inh -4.
For O=C(NN1C(=O)c2ccccc2NC1c1cccnc1)c1ccc([N+](=O)[O-])cc1 (stereo not given) the results were APOBEC3A inh -1, hIAP block -8, mIAP act 1, ATG4B inhibitor 2, hIAP activ 1.1, mIAP inh -5, PfGluPho inh -5 and HKDC1 inh 0.
`FC(F)(F)c1cccc(N2CCN(c3ccc4nnc(-c5ccccc5)n4n3)CC2)c1` gave APOBEC3A inh 2, hIAP block 13, mIAP act 0.94, ATG4B inhibitor 6, hIAP activ 0.87, mIAP inh 6, PfGluPho inh 27 and HKDC1 inh 12.
CCN1CCN(C(=S)Nc2cccc([N+](=O)[O-])c2)CC1 was read as APOBEC3A inh -1, hIAP block 15, mIAP act 0.94, ATG4B inhibitor -6, hIAP activ 0.85, mIAP inh 6, PfGluPho inh 11 and HKDC1 inh -4.
Screening CCOc1ccccc1OCCOc1ccccc1OC(C)C returned APOBEC3A inh 1, hIAP block 6, mIAP act 0.95, ATG4B inhibitor -3, hIAP activ 0.94, mIAP inh 5, PfGluPho inh 8 and HKDC1 inh -4.
CC[C@]12c3[nH]c4cc(-c5ccco5)ccc4c3CCN1C(=O)[C@@H](CC(=O)NCCc1ccccn1)C[C@@H]2C(=O)N1CCN(C(=O)C2CC2)CC1 was read as APOBEC3A inh 6, mIAP act 0.98, ATG4B inhibitor -6, mIAP inh 2, PfGluPho inh -5 and HKDC1 inh 4.
For N#Cc1ccccc1OCC(=O)OCC(=O)NC1CCS(=O)(=O)C1 (stereo not given) the results were APOBEC3A inh -1, hIAP block 13, mIAP act 1, ATG4B inhibitor 6, hIAP activ 0.87, mIAP inh -1, PfGluPho inh -8 and HKDC1 inh -2.
Screening CCCCC(=O)Nc1nnc(C)s1 returned APOBEC3A inh -1, hIAP block 1, mIAP act 0.99, ATG4B inhibitor -1, hIAP activ 0.99, mIAP inh 1, PfGluPho inh 8 and HKDC1 inh 5.
Screening Cc1ccc(C)c(OCC(=O)NCCN(C)C)c1 returned APOBEC3A inh 1, hIAP block -10, mIAP act 1, ATG4B inhibitor -3, hIAP activ 1.1, mIAP inh -3, PfGluPho inh -9 and HKDC1 inh -5.
Screening CCOc1ccc(N2CC(C(=O)Nc3ccc(S(=O)(=O)NCC4CCCO4)cc3)CC2=O)cc1 (stereo not given) returned APOBEC3A inh -3, hIAP block 7, mIAP act 0.99, ATG4B inhibitor -9, hIAP activ 0.93, mIAP inh 0, PfGluPho inh 19 and HKDC1 inh -1.
`Cc1cc(C)c2cccc(NC(=S)NC(=O)c3ccccc3)c2n1` gave APOBEC3A inh 6, hIAP block 11, mIAP act 0.75, ATG4B inhibitor 7, hIAP activ 0.89, mIAP inh 25, PfGluPho inh 3 and HKDC1 inh 1.
Screening CCn1nc(NC(=O)c2ccco2)c2cc3cc(C)ccc3nc21 returned APOBEC3A inh -3, hIAP block 1, mIAP act 1.1, ATG4B inhibitor 1, hIAP activ 0.99, mIAP inh -6, PfGluPho inh 16 and HKDC1 inh 8.

The last two compounds of the section above open the next one.
`Cc1cc(C)c2cccc(NC(=S)NC(=O)c3ccccc3)c2n1` gave APOBEC3A inh 6, hIAP block 11, mIAP act 0.75, ATG4B inhibitor 7, hIAP activ 0.89, mIAP inh 25, PfGluPho inh 3 and HKDC1 inh 1.
Screening CCn1nc(NC(=O)c2ccco2)c2cc3cc(C)ccc3nc21 returned APOBEC3A inh -3, hIAP block 1, mIAP act 1.1, ATG4B inhibitor 1, hIAP activ 0.99, mIAP inh -6, PfGluPho inh 16 and HKDC1 inh 8.
Screening Cc1cc(C)n2nc3nc(N4CCCC4)nc(-c4ccccc4)c3c2n1 returned APOBEC3A inh 0, hIAP block 13, mIAP act 0.92, ATG4B inhibitor -3, hIAP activ 0.87, mIAP inh 8, PfGluPho inh 10 and HKDC1 inh 1.
Screening COc1ccc(Sc2nnc(Cc3ccccc3)c3ccccc23)cc1 returned APOBEC3A inh 1, hIAP block 12, mIAP act 0.87, ATG4B inhibitor 20, hIAP activ 0.88, mIAP inh 13, PfGluPho inh 4 and HKDC1 inh 1.
Screening CC1=C(C(=O)OC2CCCCC2)C(c2ccccc2)NC(=O)N1 (stereo not given) returned APOBEC3A inh 4, hIAP block -4, mIAP act 1, ATG4B inhibitor 1, hIAP activ 1, mIAP inh 0, PfGluPho inh 0 and HKDC1 inh -4.
For CCc1ccccc1Nc1nc(N)nc(COC(=O)c2cccn2C)n1 the results were APOBEC3A inh 1, hIAP block -12, mIAP act 0.93, ATG4B inhibitor -4, hIAP activ 1.1, mIAP inh 7, PfGluPho inh 1 and HKDC1 inh -12.
Screening Cc1cccc(N2C(=O)C(Cl)=C(Nc3c(C)n(C)n(-c4ccccc4)c3=O)C2=O)c1C returned APOBEC3A inh -3, hIAP block 3, mIAP act 0.99, ATG4B inhibitor -7, hIAP activ 0.97, mIAP inh 1, PfGluPho inh -5 and HKDC1 inh 8.
For O=C(CN1C(=O)CCC1=O)Nc1nc2c(F)cc(F)cc2s1 the results were APOBEC3A inh 0, hIAP block 2, mIAP act 1.1, ATG4B inhibitor -1, hIAP activ 0.98, mIAP inh -8, PfGluPho inh -26 and HKDC1 inh -3.
For COc1cc(NC(=O)c2c(F)cccc2F)c(Cl)cc1Cl the results were APOBEC3A inh -5, hIAP block 10, mIAP act 0.93, ATG4B inhibitor 4, hIAP activ 0.9, mIAP inh 8, PfGluPho inh -2 and HKDC1 inh -5.
Screening O=C(C1CCN(C2CCN(Cc3ccc4c(c3)CCO4)CC2)CC1)N1CCOCC1 returned APOBEC3A inh 2, hIAP block 6, mIAP act 1.1, ATG4B inhibitor 4, hIAP activ 0.94, mIAP inh -13, PfGluPho inh -10 and HKDC1 inh 4.
Screening CCCC(C)NC(=O)COc1ccc(S(=O)(=O)N2CCCC2)cc1 (stereo not given) returned APOBEC3A inh -3, hIAP block 2, mIAP act 1, ATG4B inhibitor 10, hIAP activ 0.98, mIAP inh -2, PfGluPho inh -21 and HKDC1 inh 15.
Cn1c(N)c(C(C[N+](=O)[O-])c2ccccc2Cl)c(=O)n(C)c1=O (stereo not given) was read as APOBEC3A inh -4, hIAP block 14, mIAP act 1, ATG4B inhibitor -5, hIAP activ 0.86, mIAP inh 0, PfGluPho inh 5 and HKDC1 inh -2.
`COc1cc(C(=O)OC(C)C(=O)Nc2ccc3c(c2)OCO3)ccc1OCc1c(C)noc1C` (stereo not given) gave APOBEC3A inh -1, hIAP block 2, mIAP act 1.2, ATG4B inhibitor -12, hIAP activ 0.98, mIAP inh -19, PfGluPho inh -2 and HKDC1 inh -2.
Screening Cc1ccc(-c2csc3ncn(CC#N)c(=O)c23)cc1 returned APOBEC3A inh 5, hIAP block 5, mIAP act 0.93, ATG4B inhibitor -1, hIAP activ 0.95, mIAP inh 7, PfGluPho inh 2 and HKDC1 inh -4.

Fetched by compound from the list above:
For O=C(CN1C(=O)CCC1=O)Nc1nc2c(F)cc(F)cc2s1 the results were APOBEC3A inh 0, hIAP block 2, mIAP act 1.1, ATG4B inhibitor -1, hIAP activ 0.98, mIAP inh -8, PfGluPho inh -26 and HKDC1 inh -3.
Screening COc1ccc(Sc2nnc(Cc3ccccc3)c3ccccc23)cc1 returned APOBEC3A inh 1, hIAP block 12, mIAP act 0.87, ATG4B inhibitor 20, hIAP activ 0.88, mIAP inh 13, PfGluPho inh 4 and HKDC1 inh 1.

Other structures follow.
For O=C(Nc1nnc(S(=O)(=O)N2CCCCC2)s1)c1ccccc1Br the results were APOBEC3A inh -5, hIAP block -3, mIAP act 1, ATG4B inhibitor 1, hIAP activ 1, mIAP inh -2, PfGluPho inh -5 and HKDC1 inh -1.
Screening Cc1cccnc1N(C(=O)Nc1ccccc1)C1=NCC(C)(C)S1 returned APOBEC3A inh -3, hIAP block 12, mIAP act 1.1, ATG4B inhibitor -12, hIAP activ 0.88, mIAP inh -14, PfGluPho inh 1 and HKDC1 inh -1.
Screening CCOc1ccc(N/C(C)=C/C(=O)c2ccc3c(c2)OCCO3)cc1 returned APOBEC3A inh -4, hIAP block 19, mIAP act 0.91, ATG4B inhibitor 3, hIAP activ 0.81, mIAP inh 9, PfGluPho inh 28 and HKDC1 inh 0.
For CCOc1ccccc1NC(=O)CC1(CC(=O)N2CCOCC2)CCCC1 the results were APOBEC3A inh 4, hIAP block -20, mIAP act 0.99, ATG4B inhibitor 1, hIAP activ 1.2, mIAP inh 1, PfGluPho inh -1 and HKDC1 inh -6.
`Cn1nc(C(=O)OCC(=O)NCCc2ccccc2)c2ccccc2c1=O` gave APOBEC3A inh -6, hIAP block 7, mIAP act 0.97, ATG4B inhibitor -5, hIAP activ 0.93, mIAP inh 3, PfGluPho inh -7 and HKDC1 inh -1.
`CC(=O)c1ccc(N2CCN(C(C)C(=O)Nc3ccc4c(c3)OCCO4)CC2)cc1` (stereo not given) gave APOBEC3A inh -1, hIAP block 5, mIAP act 1, ATG4B inhibitor 7, hIAP activ 0.95, mIAP inh -4, PfGluPho inh -3 and HKDC1 inh -4.
Screening COc1cccc(CN(C)C(=O)c2ccc(S(=O)(=O)N3CCCC3)cc2)c1OC returned APOBEC3A inh -3, hIAP block 4, mIAP act 0.89, ATG4B inhibitor -8, hIAP activ 0.96, mIAP inh 11, PfGluPho inh 8 and HKDC1 inh -2.
For COC(=O)c1ccc(N2CCc3ccccc32)c([N+](=O)[O-])c1 the results were APOBEC3A inh 4, hIAP block 18, mIAP act 0.95, ATG4B inhibitor 7, hIAP activ 0.82, mIAP inh 5, PfGluPho inh 9 and HKDC1 inh 2.
Screening COc1ccc2sc(NC(=O)c3ccco3)nc2c1 returned APOBEC3A inh 61*, hIAP block -1, mIAP act 0.96, ATG4B inhibitor -12, hIAP activ 1, mIAP inh 4, PfGluPho inh 15 and HKDC1 inh -2.
O=C(N/N=C/c1c(Cl)[nH]c2ccccc12)c1sc2ccccc2c1Cl was read as APOBEC3A inh -7, hIAP block -23, mIAP act 0.87, ATG4B inhibitor -17, hIAP activ 1.2, mIAP inh 13, PfGluPho inh 50 and HKDC1 inh -4.
Screening COc1cc(NC(=O)c2ccc(CNc3c(N4CCOCC4)c(=O)c3=O)cc2)cc(OC)c1 returned APOBEC3A inh -3, hIAP block 2, mIAP act 0.86, ATG4B inhibitor -7, hIAP activ 0.98, mIAP inh 14, PfGluPho inh 8 and HKDC1 inh 1.
For O=C(NCc1ccccc1Br)c1cccc2c1C(=O)c1ccc(N3CCOCC3)cc1S2(=O)=O the results were APOBEC3A inh -3, hIAP block 15, mIAP act 0.96, hIAP activ 0.85 and mIAP inh 4.
For COc1ccc(OCC(O)CN(C)C(=O)C(C)Oc2ccccc2)cc1 (stereo not given) the results were APOBEC3A inh -3, hIAP block 12, mIAP act 1, ATG4B inhibitor 1, hIAP activ 0.88, mIAP inh -4, PfGluPho inh -1 and HKDC1 inh -1.
O=[N+]([O-])c1c(NCCO)cc(N2CCC3(CC2)OCCO3)c2nonc12 was read as APOBEC3A inh -5, hIAP block -14, mIAP act 0.93, ATG4B inhibitor 4, hIAP activ 1.1, mIAP inh 7, PfGluPho inh -1 and HKDC1 inh -3.
For CC(OC(=O)/C(C#N)=C/c1ccc(N(C)C)cc1)C(=O)NCc1ccco1 (stereo not given) the results were APOBEC3A inh 0, hIAP block -4, mIAP act 0.94, hIAP activ 1 and mIAP inh 6.

Screening data: PubChem, Sanford-Burnham Center for Chemical Genomics
